C-LANA FP: KSHV C-LANA DNA binding inhibition; 340,000 tested, 0.078% active; MBP-C-LANA/FAM-LBS DNA binding, fluorescence polarization; inhibition, % at 9 µM;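 active = highest replicate inhibition at or above 60% at 9 µM, even if other replicates fall short; inactive = all replicates below 60% inhibition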;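 also: 0% = neutral control wells and 100% = 4 µM acridine orange control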
HTR5A inv ctr: inverse agonist of human HTR5A in OPRM1-OPRD1 counter-screen | inhibition, % at 9.3 µM | 340,000 tested, 0.083% active | HTR5A cell line, luminescence, inverse agonism | AID 504634 | P47898; in the data active = inhibition mostly above about 23%, no sharp cut-off; inactive = mostly below about 18%;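 also: 0% = cells with DMSO and 100% = no-cell wells with DMSO; some compounds called inactive have numbers as strong as hits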
Target sequence (P47898 whole entry, looked up): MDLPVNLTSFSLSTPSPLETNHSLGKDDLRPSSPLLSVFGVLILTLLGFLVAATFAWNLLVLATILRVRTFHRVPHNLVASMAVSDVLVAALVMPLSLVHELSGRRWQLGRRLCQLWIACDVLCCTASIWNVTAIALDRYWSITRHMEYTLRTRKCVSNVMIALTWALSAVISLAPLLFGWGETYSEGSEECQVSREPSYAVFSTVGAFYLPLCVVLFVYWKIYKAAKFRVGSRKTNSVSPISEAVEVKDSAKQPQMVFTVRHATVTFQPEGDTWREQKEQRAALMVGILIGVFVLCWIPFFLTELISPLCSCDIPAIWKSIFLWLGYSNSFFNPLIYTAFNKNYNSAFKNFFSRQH
RTF Ca sens inh: cardiac RTF calcium desensitization; P19429+P45379; IANBD-labeled cardiac RTF, Ca2+ fluorescence; inhibition, % at 7.15 µM; 340,000 tested, 0.12% active;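 active = inhibition above the mean inhibition of all tested compounds plus 3 SD, cut at about 17% in these data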;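 also: assay run at fixed EC70 calcium of 1.6 mM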
HTR5A ag ctr: counter-screen for OPRM1-OPRD1 agonists: human HTR5A agonism; HTR5A agonist assay, luminescence, cell-based; AID 504692; P47898; activation, % at 9.3 µM; 340,000 tested, 0.61% active; in the data active = activation mostly above about 9.5%, no sharp cut-off; inactive = mostly below about 7.6%;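 also: 0% = cells with vehicle only and 100% = reference agonist; strong numbers were not always called active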
CAL PDZ FP: inhibitors of human CAL PDZ peptide binding; Q9HD26; purified CAL PDZ, TMR-peptide fluorescence polarization, 1 h; inhibition, % at 24.9 µM; 300,000 tested, 0.92% active; AID 602252;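 active = mean inhibition of at least 30% with at least half of replicates also reaching 30%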;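 also: 0% = DMSO neutral control and 100% = excess unlabeled competitor peptide PRC23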
MOR-DOR inv ag: inverse agonists of human mu-delta opioid receptor heterodimerization; cell-based MOR-DOR heterodimer luminescence, inverse agonism; inhibition, % at 9.3 µM; 340,000 tested, 0.21% active; in the data active = inhibition above about 22%, passing the limit was not always enough;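 also: 0% = cells with DMSO and 100% = wells without cells with DMSO; values of inactives mirror those of a sister screen read the other way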
Keap1 Nrf2 FP: inhibitors of human Keap1-Nrf2 protein-protein interaction; inhibition, % at 9.4 µM; Keap1 Kelch-Nrf2 peptide fluorescence polarization, 1536-well; AID 504523; 340,000 tested, 0.15% active; in the data active = inhibition above about 12%;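 also: human Keap1 Kelch domain with fluorescein labeled Nrf2 9mer peptide probe; 0% = neutral control wells and 100% = peptide positive control; higher means more block of Keap1 binding to Nrf2 peptide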
Target sequence (Q14145 whole entry, looked up, the tested form may be a part): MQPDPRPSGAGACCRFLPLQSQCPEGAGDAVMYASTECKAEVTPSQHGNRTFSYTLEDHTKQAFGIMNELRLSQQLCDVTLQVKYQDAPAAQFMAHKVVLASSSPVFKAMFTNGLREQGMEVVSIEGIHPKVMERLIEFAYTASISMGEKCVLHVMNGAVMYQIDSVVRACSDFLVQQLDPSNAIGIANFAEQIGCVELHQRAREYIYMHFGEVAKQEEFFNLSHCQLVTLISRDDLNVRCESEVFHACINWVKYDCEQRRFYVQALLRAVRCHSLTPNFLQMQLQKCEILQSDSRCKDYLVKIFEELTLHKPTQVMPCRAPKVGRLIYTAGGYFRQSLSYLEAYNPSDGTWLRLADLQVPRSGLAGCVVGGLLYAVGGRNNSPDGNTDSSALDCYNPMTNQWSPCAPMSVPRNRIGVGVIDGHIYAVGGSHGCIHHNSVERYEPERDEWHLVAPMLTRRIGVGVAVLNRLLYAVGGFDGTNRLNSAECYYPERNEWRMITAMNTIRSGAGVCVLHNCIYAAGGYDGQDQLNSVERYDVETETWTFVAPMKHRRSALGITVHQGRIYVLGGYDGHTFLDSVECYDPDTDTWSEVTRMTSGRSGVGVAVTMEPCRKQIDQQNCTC
cardiac RTF act: cardiac RTF calcium sensitization; P19429+P45379; IANBD-labeled TnC RTF fluorescence at EC20 calcium; 0% EC20 calcium, 100% full calcium; activation, % at 7.2 µM; 340,000 tested, 0.24% active;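 active = activation above the mean over all tested compounds plus 3 SD, cut at about 30% in these data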;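 also: rise in fluorescence read as greater calcium sensitivity of cardiac thin filaments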
OPRM1-OPRD1 ag: agonists of human mu-delta opioid receptor heterodimerization; P35372+P41143; cells, OPRM1-OPRD1 heterodimerization, luminescence; activation, % at 9.3 µM; 340,000 tested, 0.3% active; AID 504326; in the data active = activation above about 18%;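 also: 0% = vehicle-treated cells and 100% = reference agonist; values of inactives mirror those of a sister screen read the other way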
V-ATPase pHluor: regulators of yeast V-ATPase proton transport; S. cerevisiae, pHLuorin cytosolic pH fluorescence; 350,000 tested, 0.37% active; response, % at 10 µM; AID 504577; in the data active = response mostly above about 7.3%, no sharp cut-off; inactive = mostly below about 5.4%; also: actives read high; inactives centre near 0; some compounds called inactive have numbers as strong as hits; reference of the scale not given here
An asterisk follows results filed as active; · = not tested or not shown; & = joins results of further samples. Rows were taken by chance; overall some 2.8% were active at least once.

SMILES	C-LANA FP	HTR5A inv ctr	RTF Ca sens inh	HTR5A ag ctr	CAL PDZ FP	MOR-DOR inv ag	Keap1 Nrf2 FP	cardiac RTF act	OPRM1-OPRD1 ag	V-ATPase pHluor
Cc1ccc(N2C(=O)CC(NNc3nc4ccccc4s3)C2=O)cc1 (stereo unspecified)	2.8	7	1	-2	-2	-13	1	2	2.4	0
O=C(Cn1nnc2c(cnn2-c2ccccc2)c1=O)N1CCN(c2ccccc2F)CC1	-2.3	-11	1	-1	-4	7	1	-2	-1.2	0
COC(=O)c1c(NC(=O)c2nn(C)cc2Cl)sc2c1CCCC2	0.0	-4	-2	2	·	5	-2	-2	-1.0	-4
O/N=C/c1ccccc1OCc1ccccc1F	3.6	13	-4	-4	-4	-7	-4	-7	1.3	1
COC(=O)[C@H](C)NC(=O)NCc1ccccc1	-0.5	1	-5	0	9	12	-8	6	-2.5	1
S=c1[nH]nc(-c2cccs2)n1/N=C/c1c(Cl)cccc1Cl	-2.0	-17	-7	6	7	-3	0	2	0.6	0
CC(C)CN(C#N)c1nc(N2CCOCC2)nc(N2CCOCC2)n1	0.4	6	-1	-2	·	0	-1	-3	0.0	-3
COc1ccc(-c2cn(-c3ccc(C)cc3C)c(=S)[nH]2)cc1OC	-0.7	-8	-3	2	2	5	2	-2	-0.9	-1
CCOC(=O)C1CCN(CCCSc2ccccc2)CC1	-4.3	-34	-18	9	-4	1	4	-4	-0.1	-2
N#C/C(=C\Nc1ccc(Cl)cn1)S(=O)(=O)c1ccccn1	-0.8	-4	1	1	-3	9	-3	-2	-1.9	2
O=C1NC[C@H](c2ccccc2)N(CCC23CC4CC(CC(C4)C2)C3)C1=O	-1.0	8	6	6	-5	5	0	-3	-0.8	0
Cc1cc(C)cc(NC(=S)N2CCN(S(=O)(=O)c3ccccc3)CC2)c1	0.4	14	4	1	-1	0	1	-4	-0.1	1
O=[N+]([O-])c1cc2c(cc1CN1CCN(c3ccc(F)cc3)CC1)OCO2	-1.2	-15	-4	4	-3	-10	4	-7	2.3	-3
Cc1ccc(C(=O)NCCc2nnc3ccc(SCC(=O)Nc4ccc(C)cc4C)nn23)cc1	1.0	-9	-5	-1	-1	10	3	-3	-1.9	0
O=C(NCc1ccccc1)C1C(=O)N(Cc2ccccc2)C(=O)C1C1(O)CCCC1 (stereo unspecified)	1.8	-10	-2	4	-2	6	0	-2	-1.0	1
CC(O)C(NC=C1C(=O)OC(C)(C)OC1=O)C(=O)O (stereo unspecified)	0.2	-16	-1	6	-6	2	3	-1	-0.4	1
CCN1C(=O)c2ccc(C(=O)O)cc2C1=O	-0.6	-23	-3	2	-2	4	-2	3	-0.8	-3
O=C(NC1CCCCC1)C(=S)N1CCOCC1	-0.5	-10	-4	-1	-1	2	-4	1	-0.4	1
Cc1cc(-c2ccc(C)c(S(=O)(=O)NCCCN3CCN(c4ccccc4F)CC3)c2)on1	-0.2	0	-1	0	-5	-23	-8	-1	4.5	3
C=CCNC(=S)Nc1ccc(C(N)=O)cc1	0.9	-2	1	1	0	7	-5	9	-1.4	1
COC(=O)c1cc(NC(=O)Cn2nc(C)n3cccc3c2=O)cc(C(=O)OC)c1	-0.3	0	-6	2	·	5	-1	4	-1.0	5
O=C(Nc1ccc(C(=O)N2CCOCC2)cc1)c1cccs1	-1.2	-20	2	7	4	-16	1	1	2.9	-2
CC1CCN(S(=O)(=O)c2ccc(NC(=O)CCN3C(=O)C4CC=CCC4C3=O)cc2)CC1 (stereo unspecified)	-1.8	3	-6	-1	7	7	2	-3	-1.7	2
C/C=C/C=C(/NC(=O)c1ccccc1)C(=O)Nc1ccccc1	0.4	-16	-2	6	-4	6	-2	-1	-1.4	4
CCCSc1nnc(N)s1	-1.0	-28	-12	0	-4	9	0	2	-1.7	0
COc1cc(C2NC(=O)N(C)C3=C2C(=O)CCC3)cc(OC)c1OC (stereo unspecified)	0.1	12	4	-2	-1	8	-4	6	-1.4	1
CCOC(=O)c1nnn(-c2nonc2N)c1CSc1ccccn1	-1.3	-30	2	1	-2	-8	1	4	1.5	-2
CS(=O)(=O)N(CC(=O)O)c1cc(C(F)(F)F)ccc1Cl	2.6	-1	-9	2	-2	-5	-2	12	0.9	4
CCOC(=O)N1CCN(C(=O)c2oc3ccc(S(=O)(=O)N(CC)CC)cc3c2C)CC1	1.0	-2	1	0	30	6	1	-3	-1.3	2
C=CCOC(=O)C1=C(C)NC(SCC(=O)N(CC)CC)=C(C#N)C1c1ccco1 (stereo unspecified)	-3.3&1.5	-9&9	-7&-3	2&-4	10	15&16	-3&-4	4&-3	-2.8&-3.9	4&0
O=[N+]([O-])c1cnn(-c2nc(-c3cccs3)cc(C(F)(F)F)n2)c1	1.6	-15	-1	5	-4	10	-1	0	-1.9	-1
O=C(NCC(c1ccccc1)N1CCCC1)C1CCN(C(=O)Nc2ccccc2)CC1 (stereo unspecified)	-1.2	4	-8	-1	0	5	-3	6	-0.9	2
CC1Cn2c(nnc2-c2cccs2)S1 (stereo unspecified)	0.0	-6	3	1	-1	16	-5	-5	-2.8	-2
COC(=O)c1c(C(=O)OC)c(-c2ccc(OC)cc2)n2c1CS(=O)(=O)C2	-1.3	-4	-5	1	-7	5	-2	2	-1.1	-1
COc1ccc(CCN2C(=O)N(c3ccc(OC)cc3)C(=O)C2CC(=O)Nc2ccccc2)cc1 (stereo unspecified)	1.2	2	-10	-1	0	1	5	-7	-0.1	6
C(=NOCc1ccccc1)c1ccncc1	0.6	4	-6	-1	-4	10	-5	-1	-1.8	1
COc1cc(OC)cc(C(=O)NCC(=O)N2CCN(Cc3ccccc3)CC2)c1	-1.2	13	-5	-5	-2	5	-4	2	-1.2	-4
Cc1nc(SCC(=O)Nc2ccccn2)n[nH]1	3.1	11	-10	-1	-5	10	5	1	-2.1	-2
CCCCc1ccc(NC2=NCC(=O)N2CCc2ccccc2)cc1	-1.6	2	4	6	·	-29	-2	-4	5.3	-1
Cc1occc1-c1nnc(SCC(=O)N2c3ccccc3CCc3ccccc32)n1C	-0.5	-14	4	4	·	10	-7	5	-1.9	1
Cc1cccc(NC(=S)N/C(=N/S(=O)(=O)c2ccccc2)c2ccccc2)c1	0.5&0.6	-19&-20	0&4	5&2	-4	6&3	0&-2	0&7	-1.2&-0.5	-1&-8
CCCCCCCCS(=O)CCC(=O)O (stereo unspecified)	-1.4	-9	-2	2	-4	14	1	-7	-2.8	-1
CN(C)CCNc1oc(-c2cccc(Cl)c2)nc1C#N	-1.0	-8	0	4	·	8	-3	-1	-1.6	-4
CCCSc1nnc(-c2c[nH]c3ccccc23)n1CC	1.1	-38	-1	3	-7	-1	-1	5	0.1	5
CCc1ccc(NC(=O)NNC(=O)CCc2ccccc2)cc1	1.7	-21	-3	2	-3	-11	-1	-2	2.1	-4
Cc1cc(C)cc(Oc2coc3cc(OC(=O)c4cccs4)ccc3c2=O)c1	-1.1	-12	-2	5	20	-1	-2	4	0.1	-6
NS(=O)(=O)c1ccc(NC(=O)COC(=O)CNC(=O)C23CC4CC(CC(C4)C2)C3)cc1	-0.6	-24	-5	-5	·	-7	-2	12	1.3	1
CN(CCCCCCN(C)Cc1ccccc1O)Cc1ccccc1O	-1.1	6	-2	-2	·	6	0	0	-1.1	1

Reprinted from the part before: 2 entries; new compounds follow.
SMILES	C-LANA FP	HTR5A inv ctr	RTF Ca sens inh	HTR5A ag ctr	CAL PDZ FP	MOR-DOR inv ag	Keap1 Nrf2 FP	cardiac RTF act	OPRM1-OPRD1 ag	V-ATPase pHluor
NS(=O)(=O)c1ccc(NC(=O)COC(=O)CNC(=O)C23CC4CC(CC(C4)C2)C3)cc1	-0.6	-24	-5	-5	·	-7	-2	12	1.3	1
CN(CCCCCCN(C)Cc1ccccc1O)Cc1ccccc1O	-1.1	6	-2	-2	·	6	0	0	-1.1	1
O=C(NCCCn1ccnc1)c1cn(-c2ccccc2)nc1-c1ccccc1	-3.0	2	-7	4	-4	15	-8	0	-2.6	1
COc1ccc(Nc2nc(N)c3ccccc3n2)c(OC)c1	-0.7	5	1	3	1	1	0	0	-0.2	0
O=C(O)CNC(=O)c1ccccc1F	0.9	-17	-6	-4	-1	7	0	4	-1.2	·
Nc1cccc(CCc2nc3ccccc3[nH]2)c1	-3.2	-10	-7	3	0	6	-1	-5	-1.1	7
CC(C)(C)OC(=O)C[C@@H]1C/C=C\C[C@H](CC(=O)N(CCO)Cc2ccccc2)C(=O)NC[C@H](c2ccccc2)OC1=O	0.5	-2	0	-1	-1	13	-2	0	-2.2	-1
CCCc1cc(=O)[nH]c(SCc2nc3ccccc3o2)n1	-0.1	4	-10	7	·	-7	-3	5	0.9	0
CCN1C(=O)c2cccc3c(S(=O)(=O)Nc4ccc(OC)cc4OC)ccc1c23	0.4	-6	1	3	-3	1	0	-5	-0.1	-3
CCCOc1ccc(/C(CC)=N/NC(=O)C2(C)CC2(Br)Br)cc1 (stereo unspecified)	-1.4	-24	1	3	·	-37	-1	-4	6.9	1
N#Cc1c(-c2cccs2)nc(SCC(=O)c2ccc(Br)cc2)[nH]c1=O	1.2	-46	-6	1	·	0	-14	8	-0.1	1
CC(=O)C1=C(O)C(=O)N(CCN(C)C)C1c1ccc(Cl)cc1 (stereo unspecified)	0.3	-21	-7	-4	·	11	0	7	-2.5	-4
COc1ccc(COC(=O)c2ccc(C)c(S(=O)(=O)N3CCOCC3)c2)cc1F	0.8	12	-12	-1	-2	-6	0	-4	0.8	-2
CCCc1cc(C(=O)N(C2CCCCC2)C2CCCCC2)no1	1.2	-5	0	-3	·	-58	-5	0	11	-4
COc1ccccc1C=NNC(=O)c1ccncc1	-1.7	-10	-8	3	-1	8	-3	4	-1.8	-1
CN(CCNC(=O)c1ccc(CS(=O)(=O)c2ccc(Br)cc2)o1)CCc1ccccc1	1.3	3	-6	-1	-4	-4	-1	4	0.7	2
CCN1CCN(C(=O)COCc2cc(-c3ccc4c(c3)OCO4)on2)CC1	-0.6	-3	0	0	-1	18	0	3	-3.6	3
Cn1nnnc1Sc1ncnc2scc(-c3ccc(Br)cc3)c12	-1.7	-40	-5	-6	-4	16	-2	-3	-2.9	3
Cc1onc(-c2ccccc2)c1-c1ccnc(N)n1	19	-27	-5	-7	·	10	-1	6	-1.9	-1
Cc1cnn(-c2ccc3nnc(-c4ccc(Br)cc4)n3n2)c1	0.5	-26	-14	10	-4	-11	-4	2	1.9	1
COc1cc(/C=C2/C(=N)N3C(SC)=NSC3=NC2=O)ccc1OC(=O)c1ccco1	-1.2	-9	2	3	-8	4	-6	0	-0.8	8
CCOC(=O)N1CCN(c2c(F)cc3[nH]c(=S)[nH]c3c2Br)CC1	0.0	24	4	8	-5	-11	-1	-1	2.0	-3
O=c1c2cc([N+](=O)[O-])ccc2nc(CN2CCN(c3ccccn3)CC2)n1-c1ccccc1F	-1.6	2	-5	-1	-1	-14	0	-2	2.6	2
CC(=O)c1ccccc1-c1csc2ncnc(Sc3nnnn3C)c12	0.3	4	5	1	-3	17	-13	2	-3.0	2
Cc1cc(N)ccc1-n1c(C)ccc1C	-0.7	-10	-3	0	5	-36	1	1	7.2	-3
O=C(CNC(=O)OCc1ccccc1)Nc1ccc(F)cc1	1.4	10	7	-4	9	13	1	-2	-3.3	2

Bioassay records (PubChem BioAssay)
